High-throughput results (PubChem BioAssay)
ERG Ets-DNA blk = blocks human ERG Ets domain binding to DNA. fluorescence polarization, His-ERG Ets domain / labelled DNA. Potency, µM (series often up to 76.9 µM), for the others: top-dose FP activity, negative = inhibition, most hits filed as inhibitors. hit rate 0.028% among 370,000; active = well fitted inhibition curve with a large enough effect in the polarisation, with a control signal flat; inconclusive = small, poorly fitted or top-dose-only effect, or effect the other way, or a change in a side signal; inactive = no such curve, though single readings can be large or run the other way; the % refers to the polarisation;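 also: polarization taken with two DNA probes labelled with fluorescein and Texas red; % of control where 0% means no effect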
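His-tagged ERG Ets domain (1 uM in the protein solution; 300mM KCl, 50mM Tris-HCl, 1mM EDTA, 1mM DTT, pH 7.5) received compound, then a probe mix of 5 nM fluorescein-DNA and 100nM Texas-615-DNA. Fluorescence polarization was read for both dyes.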
GLS inhibitor = glutaminase GLS (human) inhibition; O94925; GLS enzymatic activity, qHTS titration; Potency, µM (top dose mostly 45.5 µM), inactives show top-dose activity change, negative = inhibition, usual class: inhibitors; hit rate 0.21% among 410,000; also: % is scaled to controls: 0 for no effect and ±100 for the full control effect
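Two-point fluorescence kinetic (t0, 30 min RT) for hKGA; glutamate detected via glutamate oxidase–HRP–Amplex Red. Substrate: 1 mM L-glutamine solution; buffer 45 mM KH2PO4, pH 8.2.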
HP1b binding inh = blocks HP1-beta chromodomain binding to methylated histone tails. AlphaScreen HP1-beta / biotin-H3K9me3 peptide binding. Potency, µM (series often up to 114 µM), for the others: at the highest dose activity change, negative = inhibition, actives largely listed as inhibitors. hit rate 0.56% among 390,000; also: nearly all actives have a fitted effect of over 70% in size; inactives centre near 23
Target sequence (P83916 whole entry, looked up): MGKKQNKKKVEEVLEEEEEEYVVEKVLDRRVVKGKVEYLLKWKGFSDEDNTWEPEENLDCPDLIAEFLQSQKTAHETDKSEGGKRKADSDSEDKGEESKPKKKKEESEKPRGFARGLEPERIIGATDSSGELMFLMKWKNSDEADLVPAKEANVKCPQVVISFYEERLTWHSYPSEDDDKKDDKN
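AlphaScreen: HP1-beta (50 nM) preformed 30 min with biotin-H3(1-18)K9me3 peptide (50 nM) in PBS pH 7.4, 0.01% Tween-20. Compound added for 30 min at RT, then streptavidin donor/nickel chelate acceptor beads (10 ug/mL) for 30 min.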
ALOX12 inh = inhibitors of human 12S-lipoxygenase ALOX12; purified 12hLO, xylenol orange hydroperoxide absorbance; Potency, µM (top dose mostly 108 µM), without a hit: top-dose activity change, negative = inhibition, hits mostly inhibitors; hit rate 1.1% among 580,000; AID 1671190; also: % is scaled to controls: 0 for no effect and ±100 for the full control effect
Target sequence (P18054 whole entry, looked up): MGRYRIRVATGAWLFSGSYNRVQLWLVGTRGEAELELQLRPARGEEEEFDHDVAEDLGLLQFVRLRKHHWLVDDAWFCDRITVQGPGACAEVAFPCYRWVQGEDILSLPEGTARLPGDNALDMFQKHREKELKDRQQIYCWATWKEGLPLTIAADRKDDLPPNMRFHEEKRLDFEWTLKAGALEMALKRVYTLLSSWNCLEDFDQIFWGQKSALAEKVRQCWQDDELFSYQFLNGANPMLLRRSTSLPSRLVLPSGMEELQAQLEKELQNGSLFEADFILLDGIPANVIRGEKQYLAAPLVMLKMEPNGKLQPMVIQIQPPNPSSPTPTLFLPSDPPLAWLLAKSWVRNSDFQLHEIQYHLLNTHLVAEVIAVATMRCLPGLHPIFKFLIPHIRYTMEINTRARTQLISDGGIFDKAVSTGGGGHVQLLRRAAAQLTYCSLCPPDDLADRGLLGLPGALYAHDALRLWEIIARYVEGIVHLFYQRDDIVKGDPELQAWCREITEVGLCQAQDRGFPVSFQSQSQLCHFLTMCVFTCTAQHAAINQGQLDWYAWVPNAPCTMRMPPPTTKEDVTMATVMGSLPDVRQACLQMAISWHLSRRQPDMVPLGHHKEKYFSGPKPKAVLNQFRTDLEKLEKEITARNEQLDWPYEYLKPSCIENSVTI
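Purified human 12hLO (150 nM final) in 25 mM Hepes, 0.01% Triton X-100, pH 7.0 was preincubated 15 min at room temperature with compound. Then 40 uM arachidonic acid was added, 30 min. Hydroperoxide was read by Fe-XO absorbance ratio 573/405 nm.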
PGK inhibitor = blocks T. brucei phosphoglycerate kinase; Potency, µM (titrated, usually from 57.5 µM), for inactives: at the highest dose activity change, negative = inhibition, actives largely listed as inhibitors; hit rate 0.043% among 380,000; PGK/GAPDH coupled, Kinase-Glo luminescence, 60 min; also: % is scaled to controls: 0 for no effect and ±100 for the full control effect; nearly all actives have a fitted effect of over 60% in size
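Recombinant glycosomal PGK reaction used 1,3-bisphosphoglycerate generated in-well by GAPDH (100nM final) in 100mM TEA pH 7.6, 5mM MgCl2, 0.01% Tween-20. After 60 minutes at room temperature, ATP was read by Kinase-Glo Plus luminescence end-point.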
Pin1 inh = inhibitors of human Pin1; Potency, µM (series often up to 115 µM), inactives show at the top dose activity, negative = inhibition, most hits filed as inhibitors; Pin1 FP peptide displacement, HiFluor488, 10 min; hit rate 0.009% among 390,000; Q13526; AID 504891; active = well fitted inhibition curve with a large enough effect in the polarisation, with a control signal flat, not every such curve was filed as active; inconclusive = small, poorly fitted or top-dose-only effect, or effect the other way, or a change in a side signal; inactive = no such curve, though single readings can be large or run the other way; the % refers to the polarisation; also: % is scaled to controls: 0 for no effect and ±100 for the full control effect
Target sequence (Q13526 whole entry, looked up): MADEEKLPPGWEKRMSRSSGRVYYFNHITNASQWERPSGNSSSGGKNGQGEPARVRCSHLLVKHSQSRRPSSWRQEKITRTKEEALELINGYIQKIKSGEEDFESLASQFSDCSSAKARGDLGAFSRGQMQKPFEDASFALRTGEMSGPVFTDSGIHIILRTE
rTrxR1 inhibitor = blocks rat thioredoxin reductase 1; O89049; recombinant rTrxR1, NADPH fluorescence consumption, selenite substrate; Potency, µM (highest dose often 114 µM), for the others: at the highest dose activity change, negative = inhibition, hits mostly inhibitors; hit rate 1% among 390,000; also: % is scaled to controls: 0 for no effect and ±100 for the full control effect; nearly all actives have a fitted effect of over 65% in size
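Rat TrxR1 (90 nM in the dispensed reagent) was pre-reduced with 400 uM NADPH for 5 min at room temperature, then incubated with compound for 15 min. After 400 uM selenite was added, NADPH fluorescence (Ex 340/Em 450 nm) was followed for 8 min.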
RGS4 inh = blocks human RGS4-accelerated GTP hydrolysis; Transcreener GDP fluorescence polarization, RGS4-accelerated GTP hydrolysis; AID 504845; hit rate 0.039% among 390,000; Potency, µM (highest dose often 114 µM), for inactives: at the highest dose activity change, negative = inhibition, actives largely listed as inhibitors; P49798; also: % is scaled to controls: 0 for no effect and ±100 for the full control effect; nearly all actives have a fitted effect of over 75% in size; some results filed as inactive show a strong effect at the top dose
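MLSMR compounds (23 nl, pin-transferred) preincubated 10 min at room temperature with a 500nM (2x) first reagent, then RGS4 at 900nM (2x) plus Transcreener GDP mix added; fluorescence polarization (620/688 nm) read before and after 90 min at 30 °C.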
JMJD2A Tudor inh = blocks the human JMJD2A Tudor domain. O75164. AlphaScreen JMJD2A-Tudor / H3K4me3 peptide binding. Potency, µM (series often up to 114 µM), inactives show at the top dose activity change, negative = inhibition, actives largely listed as inhibitors. hit rate 4.4% among 390,000. AID 504339; also: % is scaled to controls: 0 for no effect and ±100 for the full control effect; nearly all actives have a fitted effect of over 50% in size
Starred values were filed as active, the others as inactive; i = inactive; u = inconclusive; x = not tested or not shown; [ ] = dose if it differs, or a comment. Unless noted, calls follow the shape of the dose curve; as a rule, active = well fitted curve in the direction sought with a large enough effect; inconclusive = small, poorly fitted or top-dose-only effect, or another doubt; inactive = no such curve, though single readings can be large; an effect the other way counts as inactive or inconclusive. Potency is read from the fitted curve at half-maximal effect. Not all compounds are listed, so the mix of outcomes need not match the whole.

PGK inhibitor | ALOX12 inh | smiles | HP1b binding inh | JMJD2A Tudor inh | ERG Ets-DNA blk | rTrxR1 inhibitor | Pin1 inh | GLS inhibitor | RGS4 inh
-7% | 21% | O=C(Nc1nccs1)C1CC(=O)N(c2ccccc2Cl)C1 (stereo not given) | 20% | -20% | -7% | 24% | -4% | -1% | -5%
-7% | 0% | O=C(O)CCCNC(=O)OCc1ccccc1 | 71%[activator] | 1% | 10% | 15% | -1% | 0% | -8%
-8% | u | Cc1ccc(-c2ccc(/C=N/NC(=S)Nc3ccccc3)o2)cc1[N+](=O)[O-] | -28% | u | -8% | 21% | -2% | 17% | -17%
3% | -1% | Fc1ccc(Nc2ncnc3onc(-c4cccc(Cl)c4)c23)c(F)c1 | 32%[activator] | -10% | -1% | -24% | 1% | 4% | 8%
-4% | u | CC(=O)c1cccc(NS(=O)(=O)N2CCOCC2)c1 | 34% | -3% | -7% | 12% | -9% | 1% | 11%
3% | 0% | CCOC(=O)c1c(NC(=S)NC(=O)c2ccco2)sc2c1CCCC2 | 30% | -12% | 5% | 12%[57.1 µM] | -1% | 0% | 7%
-8% | -22% | Cc1c(C(=O)N(Cc2ccc(N(C)C)cc2)CC2CCCO2)oc2ccc(Br)cc12 (stereo not given) | u | 13µM* | 3% | 10% | 1% | 5% | 1%
0% | 36%[activator] | CCOC(=O)c1ccc(NC(=S)N2CCN(CCN=CC3=C(O)CC(c4ccccc4)CC3=O)CC2)cc1 (stereo not given) | 36% | -32% | 4% | 18% | 19% | 3% | -2%
-1% | -18% | CCCCN(C(=O)C1CC(=O)N(CCc2ccc(OC)c(OC)c2)C1)c1c(N)n(CCCC)c(=O)[nH]c1=O (stereo not given) | 18% | -4% | 0% | -18%[57.1 µM] | u | 1% | -3%
-2% | u | COc1ccc(N2CCN(Cc3nc4c(c(=O)[nH]c(=O)n4C)n3Cc3ccccc3F)CC2)cc1 | 39%[activator] | -8% | -8% | 4% | -7% | 0% | 3%
-4% | x | COc1cc(C(Nc2ccccn2)c2ccc3ccc(C)nc3c2O)cc(OC)c1O (stereo not given) | u | 50µM* | -4% | 1.3µM* | u | 15% | u
i | u | CN(c1ccc(OC(=O)c2ccc(-n3cncn3)c([N+](=O)[O-])c2)cc1)S(=O)(=O)c1ccccc1 | 53% | -23% | -7% | 16% | 0% | -2% | -7%
i | -1% | Cc1ccc(OP(=O)(Nc2c(C)n(C)n(-c3ccccc3)c2=O)Oc2ccc(C)cc2)cc1 | 31% | -3% | 2% | 15% | 0% | 14% | 17%
-6% | -3% | Cc1ncsc1CCOC(=O)c1ccc(Cl)cc1 | 80%[activator] | -13% | 4% | 10% | 0% | -2% | -4%
-5% | -10% | Cc1c(C)c2ccc(OCC(=O)N(C)C)c(C)c2oc1=O | 80%[activator] | 4% | 4% | -4% | -2% | -7% | -16%
-10% | 7% | S=C(NCc1ccncc1)Nc1ccc(Br)cc1Cl | 48%[activator] | -14% | 18% | -10% | 1% | 13% | -10%
9% | -12% | CCC(C)c1ccc(OCC(=O)Nc2ccc(-c3nc4ncccc4o3)cc2)cc1 (stereo not given) | 36% | -12% | 3% | 38%[activator] | 36%[activator] | 6% | -35%
-3% | 15% | CCOC(=O)Cn1c(=O)oc2cc(S(=O)(=O)NC(C)(C)CC)ccc21 | 10% | -8% | 9% | u | 15% | 17% | 22%
0% | -6% | COCC(C)n1c(SCc2nc3ccccc3c(=O)[nH]2)nc2ccccc2c1=O (stereo not given) | 22% | -13% | 1% | 11% | 28% | -1% | -18%
-9% | -24% | CC1CCn2c(nc3cc(C(=O)NCc4ccc(F)cc4)ccc32)C1 (stereo not given) | 24%[57 µM] | -8% | -3% | -1%[57.1 µM] | -7% | -3% | 0%
4% | 4% | O=C(NC1CCCCC1)NC1CC2CCC(C1)N2C(=S)NCc1ccco1 (stereo not given) | 11% | -19% | x | 0% | -7% | 22% | -52%
x | 25% | COc1cc(OC)cc(-n2nnnc2SCC(=O)N2CCCC2)c1 | 27% | -9% | x | 10% | 12% | 3% | -9%
i | u | COc1ccc(NC(=O)CSc2nc3c(oc4ccccc43)c(=O)n2Cc2ccco2)cc1Cl | 37% | -17% | -2% | 17% | 2% | -2% | -2%
-1% | 288%[activator] | CCN(CC)CCCNC(=O)c1ccc2c(c1)NC(=O)C(CS(=O)(=O)Cc1cccc(Br)c1)N2 (stereo not given) | u | -36% | -4% | 9%[57.1 µM] | -5% | -31% | -2%
i | 0% | CCC(C)NC(=O)c1ccc(CSCc2ccc(Cl)cc2)o1 (stereo not given) | 34%[activator] | -4% | -7% | 5% | 2% | -2% | -1%

Eight successive entries from above, for reference:
PGK inhibitor | ALOX12 inh | smiles | HP1b binding inh | JMJD2A Tudor inh | ERG Ets-DNA blk | rTrxR1 inhibitor | Pin1 inh | GLS inhibitor | RGS4 inh
-6% | -3% | Cc1ncsc1CCOC(=O)c1ccc(Cl)cc1 | 80%[activator] | -13% | 4% | 10% | 0% | -2% | -4%
-5% | -10% | Cc1c(C)c2ccc(OCC(=O)N(C)C)c(C)c2oc1=O | 80%[activator] | 4% | 4% | -4% | -2% | -7% | -16%
-10% | 7% | S=C(NCc1ccncc1)Nc1ccc(Br)cc1Cl | 48%[activator] | -14% | 18% | -10% | 1% | 13% | -10%
9% | -12% | CCC(C)c1ccc(OCC(=O)Nc2ccc(-c3nc4ncccc4o3)cc2)cc1 (stereo not given) | 36% | -12% | 3% | 38%[activator] | 36%[activator] | 6% | -35%
-3% | 15% | CCOC(=O)Cn1c(=O)oc2cc(S(=O)(=O)NC(C)(C)CC)ccc21 | 10% | -8% | 9% | u | 15% | 17% | 22%
0% | -6% | COCC(C)n1c(SCc2nc3ccccc3c(=O)[nH]2)nc2ccccc2c1=O (stereo not given) | 22% | -13% | 1% | 11% | 28% | -1% | -18%
-9% | -24% | CC1CCn2c(nc3cc(C(=O)NCc4ccc(F)cc4)ccc32)C1 (stereo not given) | 24%[57 µM] | -8% | -3% | -1%[57.1 µM] | -7% | -3% | 0%
4% | 4% | O=C(NC1CCCCC1)NC1CC2CCC(C1)N2C(=S)NCc1ccco1 (stereo not given) | 11% | -19% | x | 0% | -7% | 22% | -52%

(list continues)
PGK inhibitor | ALOX12 inh | smiles | HP1b binding inh | JMJD2A Tudor inh | ERG Ets-DNA blk | rTrxR1 inhibitor | Pin1 inh | GLS inhibitor | RGS4 inh
-4% | -12% | COCCCNC(=O)c1c(NC(=O)c2cc(=O)c3cc(C)c(C)cc3o2)sc2c1CCCC2 | 49%[activator] | -2% | -1% | 7% | 2% | -10% | -22%
-2% | 2% | COc1ccc(NC(=O)CCC(=O)OCc2ccc(C(=O)Oc3ccc(Cl)cc3)cc2)cc1 | 12% | -7% | -1% | 21% | 10% | 2% | 7%
-5% | u | O=C(CN1CCN(C2CCS(=O)(=O)C2)CC1)N1N=C(c2ccc(Cl)cc2)CC1c1ccco1 (stereo not given) | -4% | -35% | -4% | -26% | -1% | 5% | -28%
5% | -21% | CC(/C=C/c1ccc2c(c1)OCO2)=N\NC(=O)c1cccc([N+](=O)[O-])c1 | 20% | -15% | -1% | 6% | 3% | 19% | 13%
i | u | COC(=O)C1=COC(C)C2CN3CCc4c([nH]c5cc(OC)c(OC)cc45)C3CC12 (stereo not given) | u | 25µM* | -15% | -23% | u | 2% | -1%
6% | -10% | COc1ccc(COCC(O)CN2CCc3ccccc3C2)cc1OC (stereo not given) | 41%[activator] | -22% | -3% | 11%[57.1 µM] | -7% | 6% | 6%
-1% | 360%[activator] | CSc1ccccc1OCc1cc(C(=O)N[C@H]2CCCCNC2=O)no1 | 8% | -33% | -5% | -10% | 3% | -8% | -15%
-2% | -10% | Cc1ccc(C)c(OCCCn2c(-c3ccc(Cl)cc3)nc3ccccc3c2=O)c1 | 55%[activator] | 7% | -6% | 16% | 4% | 2% | -2%
-8% | -16% | CCN(c1ccc(OC)cc1)S(=O)(=O)c1c(C(=O)N2CCCCCC2)c(C)n(C)c1C | 23% | -21% | -1% | 17%[57.1 µM] | -7% | 1% | -5%
4% | -5% | COc1ccc(NC(C)C(=O)N/N=C/c2ccc([N+](=O)[O-])s2)cc1 (stereo not given) | -14% | -23%[57.1 µM] | 11% | -41% | -2% | 0% | -17%
-14% | -22% | C/C(=N\Nc1cccc2cccnc12)c1ccccn1 | u | u | 7% | 18%[57.1 µM] | -1% | u | -5%
-9% | -5% | Cc1ccc(C(=O)N2CCN(c3ncccn3)CC2)cc1 | 26% | -3% | 9% | 11% | -5% | 0% | -14%
-3% | u | O=C(CC1Sc2ccccc2NC1=O)NNc1cc(Cl)ccc1Cl (stereo not given) | -22% | -16% | -2% | 22% | 5% | -8% | -9%
-4% | -24% | O=C(/C=C\c1ccc2c(c1)OCO2)NC1CC(=O)N(c2cccc(F)c2)C1 (stereo not given) | 33% | 2% | 5% | 7%[57.1 µM] | -3% | 2% | -22%
